Source: PubChem
HUVEC tox IL1B – cytotoxicity in IL-1B stimulated HUVEC, primary screen, cytotoxicity control for IL-1B NFkB translocation project, imaging, Hoechst nuclear count, IL-1B stimulus; hit rate 0.41% among 94,000; cell count reduction, % at 2 µM; HUVEC cell count loss;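 active = cell count reduction more than 3 SD above the screen-wide mean, cut at about 70% in these data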;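 note: normalized per plate to untreated control cells as the no-loss baseline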
VCAM1 TNFa inh – inhibitors of TNFa-induced VCAM1 expression, primary screen, imaging, HUVEC, TNFa stimulus, immunofluorescence; inhibition, % at 2 µM; hit rate 0.48% among 95,000; HUVEC TNFa-induced VCAM-1 immunofluorescence, high-content imaging;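 active = inhibition above the batch mean plus 3 SD, with images confirmed as a hit by eye, cut at about 37% in these data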;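 note: 0% = TNF-stimulated DMSO wells and 100% = unstimulated control wells; not every result past the cut was called active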
Smad3 inh – Smad3/FoxH1 peptide binding inhibitors, primary screen, biochemical, TR-FRET; Mothers against decapentaplegic homolog 3 (Homo sapiens), P84022; hit rate 0.29% among 88,000; TR-FRET Smad3/Dy647-FoxH1 peptide binding, europium anti-His; inhibition, % at 25 µM;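 active = compounds that reduce the energy-transfer binding signal between the protein and its labelled peptide by more than half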;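 note: 0% = Smad3 plus labelled peptide maximal FRET and 100% = peptide-only background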
Target sequence (P84022 whole entry, looked up): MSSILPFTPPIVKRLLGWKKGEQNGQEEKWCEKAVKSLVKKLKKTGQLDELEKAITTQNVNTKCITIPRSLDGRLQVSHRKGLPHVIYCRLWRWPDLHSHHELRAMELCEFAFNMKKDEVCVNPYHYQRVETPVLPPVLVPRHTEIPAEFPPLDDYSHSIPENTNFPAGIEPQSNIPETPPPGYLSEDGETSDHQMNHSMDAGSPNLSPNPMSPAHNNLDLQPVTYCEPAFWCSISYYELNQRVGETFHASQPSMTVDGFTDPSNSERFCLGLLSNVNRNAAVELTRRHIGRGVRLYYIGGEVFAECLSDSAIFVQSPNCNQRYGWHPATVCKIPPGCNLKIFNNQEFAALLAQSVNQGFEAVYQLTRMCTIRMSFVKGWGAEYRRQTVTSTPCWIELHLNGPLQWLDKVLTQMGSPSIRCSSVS
Candida biofilm – clotrimazole potentiators killing Candida biofilms, primary screen, with clotrimazole, Alamar Blue. hit rate 0.14% among 85,000. inhibition, % at 6 µM. C. albicans biofilm + clotrimazole;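 active = inhibition above 20%; inactive = inhibition below 20%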;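 note: preformed 24 hr biofilms exposed to compound for 48 hr; 0% = biofilm without compound and 100% = blank killed by clotrimazole plus chlorhexidine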
TNFa cytotox – cytotoxicity in TNFa-stimulated HUVEC, primary screen, cytotoxicity control for VCAM1 expression modulator project, imaging, Hoechst nuclei count; hit rate 0.17% among 93,000; cell count reduction, % at 2 µM; AID 848, 2007; HUVEC TNFalpha-stimulated, Hoechst cell count;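 active = cell count reduction exceeding the screen mean by over 5 SD, scaled to untreated wells per plate, cut at about 78% in these data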;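 note: cells counted after 24 h of TNF alpha exposure following the 1 h pretreatment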
ERb SRC1 inh – inhibitors of ERβ-SRC1 coactivator interaction, primary screen, biochemical, TR-FRET, ERβ LBD, SRC-1 peptide | Estrogen receptor beta (Homo sapiens), Q92731 | TR-FRET ER-beta LBD / SRC1-Cy5 peptide binding; receptor agonist-loaded with 1 µM estradiol | inhibition, % at 25.6 µM | hit rate 1.3% among 86,000 | AID 633, 2007;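 active = compounds whose percent inhibition of the receptor-coactivator binding signal exceeds about 50% in the single-dose screen, limit read from the data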;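 note: 0% = receptor plus peptide wells without compound and 100% = peptide-only wells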
sEH inhibitor – soluble epoxide hydrolase inhibitors, primary screen, biochemical, human sEH; AID 707, 2007; Bifunctional epoxide hydrolase 2 (Homo sapiens), P34913; recombinant human sEH enzymatic activity assay; hit rate 0.34% among 91,000; inhibition, % at 2 µM; in the data active = inhibition above about 80%; note: values of inactives mirror those of a sister screen read the other way; many of its hits are not listed in these tables
Target sequence (P34913 whole entry, looked up): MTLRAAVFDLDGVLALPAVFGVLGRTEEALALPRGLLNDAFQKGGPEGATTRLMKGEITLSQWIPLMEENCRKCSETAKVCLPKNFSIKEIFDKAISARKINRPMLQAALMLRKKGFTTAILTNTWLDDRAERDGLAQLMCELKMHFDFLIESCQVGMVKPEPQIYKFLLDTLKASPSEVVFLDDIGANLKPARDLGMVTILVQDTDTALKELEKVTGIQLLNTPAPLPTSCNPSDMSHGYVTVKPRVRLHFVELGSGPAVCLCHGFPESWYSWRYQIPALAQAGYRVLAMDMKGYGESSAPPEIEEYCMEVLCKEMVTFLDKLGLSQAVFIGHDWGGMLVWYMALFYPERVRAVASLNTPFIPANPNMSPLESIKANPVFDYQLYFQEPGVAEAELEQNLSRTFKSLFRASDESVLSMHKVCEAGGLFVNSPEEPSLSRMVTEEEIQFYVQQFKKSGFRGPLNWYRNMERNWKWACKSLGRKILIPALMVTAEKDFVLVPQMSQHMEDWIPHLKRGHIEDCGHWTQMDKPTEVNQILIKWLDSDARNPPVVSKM
sEH act – soluble epoxide hydrolase activators, primary screen, biochemical, human sEH; Bifunctional epoxide hydrolase 2 (Homo sapiens), P34913; purified human sEH enzymatic activity, activator screen; activation, % at 2 µM; hit rate 0.04% among 91,000; in the data active = activation above about 37%; note: values of inactives mirror those of a sister screen read the other way
cytoskel mod – modifiers of F-actin cytoskeleton organization, primary screen, imaging, HUVEC, phalloidin staining, high-content imaging. HUVEC TNFa F-actin phalloidin imaging. inhibition, % at 2 µM. hit rate 0.18% among 91,000;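 active = inhibition above the batch mean plus 3 SD and confirmed as a hit by visual image inspection, cut at about 30% in these data, passing the limit was not always enough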; note: strong numbers were not always called active
Active calls of the source: *; . = not tested or not shown; [ ] = another dose, or the depositor's remark. An excerpt; rates above refer to the full screens.

[1] COc1ccc(-c2noc(-c3ccc4c(c3)OCO4)n2)cc1
[2] Cc1ccc2c(c1)C(c1ccncc1)=NNC(c1ccc(C(C)C)cc1)=N2
[3] COc1ccccc1NC(=O)CSc1nnc(Cc2cccn2C)n1CCc1ccccc1
[4] Cc1ccc(-c2nc(-c3ccccn3)no2)cc1Cl
[5] CC(C)(C)N1CC(c2nc3ccccc3n2Cc2ccccc2)CC1=O (stereo unspecified)
[6] Cn1cccc1-c1nc2ccc(NC(=O)c3ccco3)cc2[nH]1
[7] CC(=O)Nc1ccc(SCC(=O)OCC(=O)NC(=O)NCc2ccco2)cc1
[8] O=C(Nc1nc2ccccc2s1)C1CCCN1S(=O)(=O)c1ccc(Cl)cc1 (stereo unspecified)
Compound	1	2	3	4	5	6	7	8
HUVEC tox IL1B	38	-2	-9	-6	7	-5	-3	-35
VCAM1 TNFa inh	2	-3	11	1	10	-2	11	8
Smad3 inh	-1	.	-3	-3	3	2	-6	13
Candida biofilm	-1	.	8	-8	7	6	4	6
TNFa cytotox	-12	33	-4	6	-1	-2	16	-3
ERb SRC1 inh	8	.	-5	3	8	-7	12	4
sEH inhibitor	-11	-2	2	3	2	2	-7	2
sEH act	15	4	0	-1	-2	-3	10	-4
cytoskel mod	1	-4	-1	-8	0	16	21	13

Rewritten field by field: 4 of the compounds above
5	CC(C)(C)N1CC(c2nc3ccccc3n2Cc2ccccc2)CC1=O (stereo unspecified)
  HUVEC tox IL1B: 7
  VCAM1 TNFa inh: 10
  Smad3 inh: 3
  Candida biofilm: 7
  TNFa cytotox: -1
  ERb SRC1 inh: 8
  sEH inhibitor: 2
  sEH act: -2
  cytoskel mod: 0
4	Cc1ccc(-c2nc(-c3ccccn3)no2)cc1Cl
  HUVEC tox IL1B: -6
  VCAM1 TNFa inh: 1
  Smad3 inh: -3
  Candida biofilm: -8
  TNFa cytotox: 6
  ERb SRC1 inh: 3
  sEH inhibitor: 3
  sEH act: -1
  cytoskel mod: -8
6	Cn1cccc1-c1nc2ccc(NC(=O)c3ccco3)cc2[nH]1
  HUVEC tox IL1B: -5
  VCAM1 TNFa inh: -2
  Smad3 inh: 2
  Candida biofilm: 6
  TNFa cytotox: -2
  ERb SRC1 inh: -7
  sEH inhibitor: 2
  sEH act: -3
  cytoskel mod: 16
2	Cc1ccc2c(c1)C(c1ccncc1)=NNC(c1ccc(C(C)C)cc1)=N2
  HUVEC tox IL1B: -2
  VCAM1 TNFa inh: -3
  Smad3 inh: .
  Candida biofilm: .
  TNFa cytotox: 33
  ERb SRC1 inh: .
  sEH inhibitor: -2
  sEH act: 4
  cytoskel mod: -4

(further entries)
[9] CC(NC(=O)COc1ccccc1)C(=O)OCC(=O)c1cc2ccccc2o1 (stereo unspecified)
[10] CN(C)C(CNC(=O)CSc1nnc(-c2ccco2)o1)c1ccccc1 (stereo unspecified)
[11] COC(C(=O)Nc1ccc(S(=O)(=O)N2CCCCC2)cc1)c1ccccc1 (stereo unspecified)
[12] O=C(CCC(=O)OCC(F)(F)C(F)F)Nc1ccc(Cl)cc1
[13] O=C(Nn1c(O)c(C=C2N=c3ccccc3=N2)sc1=S)c1ccc(Cl)cc1
[14] COc1ccc(OCCn2cc(/C(N)=N/O)c3ccccc32)cc1
[15] CCCn1nnnc1-c1ccc(Cl)cc1
[16] COCCNC(=O)CN(C(=O)Cn1nnc2ccccc21)c1ccccc1
Compound	9	10	11	12	13	14	15	16
HUVEC tox IL1B	6	-11	-110	15	-4	-22	-2	-37
VCAM1 TNFa inh	14	15	4	15	1	-2	4	13
Smad3 inh	-2	2	17[fluorescence artefact?]	-2	.	4	.	9
Candida biofilm	0	5	6	2	.	3	.	-1
TNFa cytotox	-3	-45	-12	-7	13	-27	-3	-24
ERb SRC1 inh	5[fluorescence artefact?]	0[fluorescence artefact?]	-1[fluorescence artefact?]	-4	.	-7	.	3[fluorescence artefact?]
sEH inhibitor	13	-5	15	-5	-4	18	12	3
sEH act	-13	6	-17	6	5	-18	-9	-3
cytoskel mod	15	3	-7	.	-24	0	-16	2

[17] CCN1C(=O)C2C(c3ccc(O)c(OC)c3)NC(C)(C(=O)OC)C2C1=O (stereo unspecified)
[18] CNc1c([N+](=O)[O-])ncn1C
[19] Cc1c(N(C)C(=O)c2ccco2)c(=O)n(-c2ccccc2)n1C
[20] CCCC(=NCc1ccccc1)C1=C(O)C(C(=O)OC)C(C)(C)CC1=O (stereo unspecified)
[21] CC(=O)NC(O)C(=O)c1ccco1 (stereo unspecified)
[22] CCCC(=O)N(c1ccc(OC)cc1)C1C=CS(=O)(=O)C1 (stereo unspecified)
[23] CN1C(=O)C2(N=c3ccccc3=N2)c2ccccc21
[24] O=C1C2CCCN2C(c2cccc(F)c2)N1c1cccc(Cl)c1 (stereo unspecified)
Compound	17	18	19	20	21	22	23	24
HUVEC tox IL1B	4	-1	9	11	-113	-2	8	2
VCAM1 TNFa inh	2	-11	23	8	-4	7	-6	19
Smad3 inh	-2	3	11	-7	-7	.	1	-6
Candida biofilm	8	-2	6	7	7	.	2	12
TNFa cytotox	-22	14	-10	-30	0	-7	-22	-42
ERb SRC1 inh	-5	-7	15	-11	14	.	91*[fluorescence artefact?]	0
sEH inhibitor	-10	6	-20	-5	-6	-2	11	-7
sEH act	10	-11	20	-1	6	5	-10	8
cytoskel mod	36	-20	-5	-5	28	-8	19	20

[25] O=C(/C=C/c1ccccc1)NCCSc1ccc(Cl)cc1
[26] CCOC(=O)C1C(=O)NC(C)C1c1ccccc1 (stereo unspecified)
[27] Cc1ccc(Nc2ncccc2C(=O)NCc2cccs2)c(C)c1
[28] CC(C(=O)NCc1ccco1)n1cc(C(=O)c2ccco2)c2ccccc21 (stereo unspecified)
[29] CCN1C(=O)C(CC(=O)Nc2ccc(Br)cc2)N(CCCc2ccccc2)C1=S (stereo unspecified)
[30] Cc1nnc(N(C)C(=O)c2cccnc2)s1
[31] O=C(COC(=O)CCc1c[nH]c(=O)[nH]1)Nc1cccc(Cl)c1
[32] O=C(c1ccccc1)N1CCC(c2nc3c(nnn3Cc3ccccc3Cl)c(=O)[nH]2)CC1
Compound	25	26	27	28	29	30	31	32
HUVEC tox IL1B	-18	-25	16	-12	-29	13	-11	21
VCAM1 TNFa inh	13	4	2	9	10	9	14	-7
Smad3 inh	.	-13	.	13	.	7	.	-11
Candida biofilm	.	4	.	7	.	3	.	6
TNFa cytotox	-14	-39	0	-11	-7	-16	8	-2
ERb SRC1 inh	.	8	.	1	.	-8	.	-1[fluorescence artefact?]
sEH inhibitor	33	.	12	0	5	-10	10	-7
sEH act	-34	.	-10	2	-5	8	-10	7
cytoskel mod	12	43	7	4	-3	0	-20	-9

[33] CN(C)S(=O)(=O)c1ccc(N2CCCC2)c(C(=O)NCc2ccc(Cl)cc2)c1
[34] O=C(NC1CCCCC1)c1cccnc1C(=O)O
[35] COC(=O)c1ccc(OC)cc1OCC(=O)N1CCN(c2ccc(F)cc2)CC1
[36] Nc1nc(CN2CCN(c3ccccc3)CC2)nc(N2CCCc3ccccc32)n1
[37] CC(C)(C)c1ccc(C(=O)c2c[nH]c(C(=O)NCCCn3ccnc3)c2)cc1
[38] O=C(NCCSCc1ccco1)Nc1ccc(Cl)cc1
[39] Cc1c(Cl)c(-c2n[nH]c(=S)n2-c2ccc(F)cc2)nn1C
[40] Cc1cccc(CCNS(=O)(=O)c2ccc(S(=O)(=O)N3CCC(C)CC3)cc2)c1
Compound	33	34	35	36	37	38	39	40
HUVEC tox IL1B	17	.	-69	5	13	-5	4	-2
VCAM1 TNFa inh	-5	.	-2	2	8	-25	7	-2
Smad3 inh	.	-5	.	6	.	-3	.	-13
Candida biofilm	.	-1	.	3	.	-2	.	10
TNFa cytotox	-18	.	-10	-12	-15	3	-16	-3
ERb SRC1 inh	.	-4	.	-5	.	-4	.	-3
sEH inhibitor	-9	-2	-15	-11	12	72	2	11
sEH act	11	2	18	10	-12	-72	1	-12
cytoskel mod	3	.	5	4	3	-8	-26	3

[41] Cc1cc(OCCN2CCCC2)ccc1C(C)C
[42] Cc1c(C#N)sc2nc(-c3ccccc3)nc(N3CCCC3)c12
[43] COC(=O)c1ccc(C2NC(=O)NC(C)=C2C(=O)N(C)C)cc1 (stereo unspecified)
[44] C=CCCC(=O)Nc1nc(C)c(-c2csc(Nc3cc(Cl)ccc3OC)n2)s1
[45] Cc1cc(C)n(-c2nc3ccccc3nc2N2CCCC2)n1
[46] CCCNC(=O)c1cccc(COCC(F)(F)C(F)F)c1
[47] CCC1CCCCN1C/C=C/c1ccccc1[N+](=O)[O-] (stereo unspecified)
[48] CN1C(=O)CC(c2ccco2)Sc2ccccc21 (stereo unspecified)
Compound	41	42	43	44	45	46	47	48
HUVEC tox IL1B	-27	-30	-10	-2	80*	2	52	-10
VCAM1 TNFa inh	-5	-17	2	8	4	-5	3	12
Smad3 inh	-4	7	12	.	-1	0	.	6
Candida biofilm	-6	3	6	.	7	3	.	3
TNFa cytotox	8	-21	-18	7	0	-24	14	-12
ERb SRC1 inh	-4	8	1	.	12	-28[fluorescence artefact?]	.	23[fluorescence artefact?]
sEH inhibitor	0	-9	-2	-4	2	17	-11	.
sEH act	-2	10	1	4	-2	-15	12	.
cytoskel mod	-2	22	-8	-4	-2	7	6	7

[49] CCOC(=O)c1c[nH]c2c(C)cc(C)cc2c1=O
[50] O=C(CSc1nn(-c2ccccc2)c(=S)s1)NC(=O)NCc1ccco1
[51] Clc1ccccc1Cn1nnc(-c2cccs2)n1
[52] COc1ccc(-c2noc(CCCC(=O)NCCc3ccccc3)n2)cc1OC
[53] Cc1[nH]c2ccccc2c1/C=C(\C#N)S(=O)(=O)c1ccccc1
[54] CCOc1ccc2[nH]c(=O)c(CN(CCO)C(=O)c3ccc(F)cc3)cc2c1
[55] CCCN1CCN(C(c2cc3cc(OCC)ccc3[nH]c2=O)c2nnnn2C2CCCCC2)CC1 (stereo unspecified)
[56] CCOc1cc(C2C(C(=O)OCC(C)C)=C(C)N=C3SCCC(=O)N32)ccc1OC(C)=O (stereo unspecified)
Compound	49	50	51	52	53	54	55	56
HUVEC tox IL1B	2	-11	22	-19	5	17	-30	13
VCAM1 TNFa inh	11	-7	4	-7	1	-8	-9	0
Smad3 inh	.	0	-7	-1	7	4	5[fluorescence artefact?]	10
Candida biofilm	.	7	.	10	3	1	0	6
TNFa cytotox	-15	-18	-14	-21	-10	-8	-14	-19
ERb SRC1 inh	.	22[fluorescence artefact?]	-6	0	1	10	-15	2
sEH inhibitor	12	8	-1	62	5	-9	-14	.
sEH act	-9	-6	7	-63	-2	8	14	.
cytoskel mod	7	4	10	1	0	-22	31	2

[57] COC(=O)NC1CSCC1OC(=O)c1ccc(Br)cc1 (stereo unspecified)
[58] CCCC(=O)Nc1ccc(C(=O)Nc2cc(C(F)(F)F)ccc2Cl)cc1
[59] COc1ccc(OC)c(NC(=O)CCN2CC(C)OC(C)C2)c1 (stereo unspecified)
[60] CCCC(=O)c1ccc(N2CCCCCC2)c(F)c1
Compound	57	58	59	60
HUVEC tox IL1B	-35	-13	.	-4
VCAM1 TNFa inh	-13	-21	23	5
Smad3 inh	6	.	3	-2
Candida biofilm	3	.	4	1
TNFa cytotox	-34	-20	-14	-27
ERb SRC1 inh	-12	.	-5	10[fluorescence artefact?]
sEH inhibitor	0	-13	.	11
sEH act	-2	14	.	-11
cytoskel mod	-5	0	2	16
